Screening results from PubChem BioAssay.
PGC1a acetyl inh: modulators of PGC1a acetylation; U2OS PGC1a acetylation, AlphaScreen anti-acetyl-lysine; with virally co-expressed GCN5 acetyltransferase; inhibition, % at 15.6 µM; 350,000 compounds, 0.17% hits; AID 651687;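 active = every replicate shows inhibition of at least 40%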;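 note: 0% = neutral control wells and 100% = positive control wells; some results beyond the cut were filed as inactive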
C2C12 statin: suppression of simvastatin myotoxicity | C2C12 myotubes + simvastatin, ATP luminescence, 48 h; scaled: DMSO 0, geranylgeraniol control 100 | rescue of ATP level, % at 7.49 µM | 330,000 compounds, 0.78% hits | AID 602340;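 active = mean ATP rescue above about 67%, or every replicate alone reaching that limit, limit read from the data, passing the limit was not always enough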;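 note: myotubes were challenged with 10 µM simvastatin during compound exposure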
Cneo AK release: Cryptococcus neoformans lysis via adenylate kinase release; AID 651654; 360,000 compounds, 0.2% hits; C. neoformans lysis, adenylate kinase release luminescence, 4 h; normalised: neutral wells 0, clomiphene wells 100; lysis activity, % at 15 µM;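 active = mean lysis activity across replicates of at least 80%, whatever share of replicates individually reach that level; inactive = mean lysis activity below 80%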
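Assay system: C. neoformans cells. Amount: yeast cell density of 5 × 10^6 cells/mL. Technique: AK luminescence. Buffer or medium: YPD. Times: static 4 h at 37 °C with compound, 1 h detection. Dosing: single-point compound dose. Read-out: lysis from increased AK signal.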
Numbers without * were called inactive.

SMILES	PGC1a acetyl inh	C2C12 statin	Cneo AK release
O=C(Nc1cccc(Cl)c1Cl)C1CC(=O)N(c2ccc(Br)cc2)C1 (centres undefined)	-10	5	0
COc1cc2c3c(c1OC)C1(C=CC(=NO)C=C1)CC3N(C(C)=O)CC2 (centres undefined)	5	16	1
CCN(CC)S(=O)(=O)c1cc(C(=O)N2CCc3ccccc32)ccc1Cl	8	14	0
NC(=O)C1CCN(C(c2ccccc2)c2nnnn2C2CCCC2)CC1 (centres undefined)	-20	0	5
O=C(COC(=O)c1ccc(NS(=O)(=O)c2cccs2)cc1)NCc1ccco1	3	-87	-2
CCOc1ccc(N2CC(C(=O)Nc3cccc(C)c3C)CC2=O)cc1 (centres undefined)	-8	35	-1
COc1cc(/C=C2/S/C(=N/S(=O)(=O)c3ccccc3)NC2=O)c([N+](=O)[O-])cc1OC	-3	4	5
COc1ccc(S(=O)(=O)N(C)CC(=O)Nc2ccccc2C(F)(F)F)cc1	16	26	0
CC1CCN(CCNC(=O)C2CCCN(S(=O)(=O)c3cccc4nonc34)C2)CC1 (centres undefined)	2	-22	0
Cc1cc(NC(=O)c2cc(-c3ccccn3)nc3ccccc23)no1	8	20	1
CC1(C)CC(=O)C(/C=N/c2ncccc2C(=O)O)=C(O)C1	-3	-1	0
Cc1ccc(SCC(=O)N2CC(C)OC(C)C2)cc1 (centres undefined)	9	4	3
CC(=O)C1=C(O)C(=O)N(CCN(C)C)C1c1ccc(Cl)cc1 (centres undefined)	19	2	8
Cc1ccc(O)c(C(=O)c2cnc3c(c2)COc2ccccc2-3)c1	16	23	2
Cc1ccc(C(=O)c2cn(-c3ccc(F)c(Cl)c3)nn2)cc1	16	1	-3
O=[N+]([O-])c1ccc2nc(-c3ccc(Cl)cc3)n(OCc3ccccc3)c2c1	-10	-16	-1
CC1c2[nH]c3ccccc3c2CCN1S(C)(=O)=O (centres undefined)	10	15	4
O=C(NCCCn1ccnc1)c1ccco1	9	-6	1
CCOC(=O)N1CCN(C(=O)c2ccccc2Oc2ccccc2)CC1	-8	17	-5
O=C(NCC1CCCO1)c1cc(C(=O)C2CC2)c[nH]1 (centres undefined)	-29	-7	0

Part of the list above, limited to Cneo AK release and PGC1a acetyl inh:
| structure | Cneo AK release | PGC1a acetyl inh |
| --- | --- | --- |
| COc1cc(/C=C2/S/C(=N/S(=O)(=O)c3ccccc3)NC2=O)c([N+](=O)[O-])cc1OC | 5 | -3 |
| COc1ccc(S(=O)(=O)N(C)CC(=O)Nc2ccccc2C(F)(F)F)cc1 | 0 | 16 |

An excerpt of these results, with values under each structure.
Value order – PGC1a acetyl inh	C2C12 statin	Cneo AK release
- Cc1cc(NC(=O)c2cc(-c3ccccn3)nc3ccccc23)no1
    8	20	1
- CC1(C)CC(=O)C(/C=N/c2ncccc2C(=O)O)=C(O)C1
    -3	-1	0

(list continues)
SMILES	PGC1a acetyl inh	C2C12 statin	Cneo AK release
CCOC(=O)Nc1cccc(OCC(=O)Nc2ccccc2OCC)c1	-16	2	2
O=C(CCCC(=O)N(CC(=O)NC1CCCC1)Cc1ccccc1Cl)Nc1ccccn1	-1	-5	61
COc1ccc(C2/C=C\CN(C(=O)Nc3ccccc3-c3ccccc3)CC(=O)N2Cc2ccc(F)cc2)cc1 (centres undefined)	-40	24	12
CC(=O)c1c(C)[nH]c(C(=O)NC2CCCCC2)c1C	2	15	3
Cc1oc2c(cc(NS(=O)(=O)c3cccs3)c3ccccc32)c1C(=O)OC(C)C	-6	-37	1
CC(=O)Nc1c(Br)cc(N2C(=O)CCC2=O)cc1Br	0	-13	0
CCOC(=O)c1ccc(COC(=O)c2cc3ccccc3oc2=O)o1	3	6	0
Cc1cc(C)c(S(=O)(=O)N2CCC(C(=O)NCc3ccco3)CC2)c(C)c1	3	-8	-3
CCCC1(C)SC(NC(C)=O)=NN1C(C)=O (centres undefined)	-47	10	3
Cc1ccc(C(=O)NCCSc2ccc(Cl)cc2)cc1[N+](=O)[O-]	-14	-34	-2
CN1C(=O)c2ccccc2Sc2ccc(NC(=O)N3CCCC3)cc21	10	14	0
COc1ccc2[nH]c(C(=O)O)c(NS(=O)(=O)c3ccc(OC)c(OC)c3)c2c1	-9	1	-2
Cn1c(CCNC(=O)c2ccccc2)nc2cc(NC(=O)c3ccco3)ccc21	-7	-9	2
CS(=O)(=O)N(CCc1ccccc1)CC(=O)N1CCN(Cc2ccccc2)CC1	15	4	0
Cc1cccc(C)c1OCC(=O)Nc1cccc(-c2nnc(-c3ccccc3)o2)c1	-2	-8	-1
NC(=O)c1c(NC(=O)C2CCCO2)sc2c1CCC2 (centres undefined)	10	-21	1
CCOc1ccc2nc(C)cc(Nc3ccc4c(c3)OCCO4)c2c1	-8	-42	0
O=C(Nc1ccc2c(c1)OCCO2)C1CCN(C(=O)c2ccc(Br)cc2)CC1	-9	3	-2
CC1CCCCN1CCCNC(=O)CCCN1C(=O)c2cccnc2Sc2ccccc21 (centres undefined)	-2	7	-1
N#Cc1ccc(-c2ccc(F)cc2)nc1Oc1ccc(F)cc1	7	3	1
Cc1cc(NS(=O)(=O)c2cccs2)no1	0	7	-1
COc1ccccc1C1C(C(N)=O)=C(C)Nc2ncnn21 (centres undefined)	-12	-33	0
CCCC(c1nnnn1Cc1cccs1)N1CCN(C2CCCC2)CC1 (centres undefined)	-4	-2	3
O=C(NCC(=O)N(c1cccnc1)C(C(=O)NCc1ccco1)c1ccccc1)c1ccco1 (centres undefined)	4	9	3
Cc1ccccc1Cn1nc(C)c(NC(=O)c2noc3c2CC(C(C)(C)C)CC3)c1C (centres undefined)	9	2	2
Cc1occc1C(=O)NCc1ccc2c(c1)OCO2	0	10	0
COc1ccc(OCCSc2ncccn2)cc1	9	-4	1
O=C(Cc1cccs1)N1CCN(C(=O)C2CCCO2)CC1 (centres undefined)	4	15	-1
CC(C(=O)Nc1ccccc1)c1ccc(-c2ccccc2)c(F)c1 (centres undefined)	-11	5	-2
CC(C)(C)n1ncc2c(=O)n(CC(=O)N3CCc4ccccc43)cnc21	1	6	-5
COc1ccc(NC(=O)C2CC(=O)N(C(C)C)C2)cc1 (centres undefined)	3	-1	-11
COc1ccc(S(=O)(=O)N2Cc3ccccc3CC2C(=O)N2CCOCC2)cc1OC (centres undefined)	3	9	0
CCc1cccc(C)c1NC(=O)CSc1nnc(-c2ccco2)n1N	2	-2	-2
CCCCc1nccn1CCn1ccnc1CCCC	-1	-6	0
CC1CC(C)(C)N2C(=O)C3(Nc4ccccc4S3)c3cccc1c32 (centres undefined)	-5	29	22
CCc1c(O)nc(SCC(=O)N2CCOCC2)n(-c2ccccc2)c1=O	-9	-2	6
COCCNC(=O)CSc1nc2ccccc2c(=O)n1CC1CCCO1 (centres undefined)	-4	6	0
Cc1cccc(OCC(=O)Nc2ccc(S(=O)(=O)N3CCCC3)cc2)c1	11	0	10
CCCCn1c(-c2csc3c2CCC(C)C3)n[nH]c1=S (centres undefined)	-7	-12	1
C=CCOc1ccc(/C(O)=C2\C(=O)C(=O)N(CCOC)C2c2cccnc2)cc1 (centres undefined)	7	2	7

Filtered by structure: the compounds so far with a tert-butyl group (2)
SMILES	PGC1a acetyl inh	C2C12 statin	Cneo AK release
Cc1ccccc1Cn1nc(C)c(NC(=O)c2noc3c2CC(C(C)(C)C)CC3)c1C (centres undefined)	9	2	2
CC(C)(C)n1ncc2c(=O)n(CC(=O)N3CCc4ccccc43)cnc21	1	6	-5

Next section
SMILES	PGC1a acetyl inh	C2C12 statin	Cneo AK release
Cn1nnnc1SCC(=O)NCc1cccs1	-6	1	-1
O=C(NNC(=O)c1ccccc1-n1cccc1)c1ccc(Cl)cc1Cl	4	26	0
CCN(CC)CCOc1nc(C)nc2c1oc1ccccc12	-9	3	-1
Cc1ccc(C2CC(=O)N(c3ccc(F)cc3)C3=C2C(=O)CCC3)cc1 (centres undefined)	3	7	1
Cn1c(=O)c2c(nc(OCC3COC(C)(C)O3)n2Cc2ccccc2F)n(C)c1=O (centres undefined)	-3	-2	5
CCN1CCC(=NNC(=O)c2ccc(C)c([N+](=O)[O-])c2)CC1	-1	2	2
Cc1ccc2nsnc2c1S(=O)(=O)NCc1cccnc1	-3	-3	1
CCC(=O)N1c2ccc(S(=O)(=O)N(CCO)Cc3ccccc3)cc2CC1C (centres undefined)	-15	-16	-1
CCCCN(C(=O)Cn1nnc2ccccc21)C(C(=O)NCCOC)c1ccc(OC)cc1OC (centres undefined)	-10	7	-2
CN(C)c1cc[n+](Cc2ccccc2)cc1	-6	-101	9
Cc1cc(NC(=O)CSc2nc(-c3ccc(Br)cc3)nc3c2c(=O)n(C)c(=O)n3C)no1	-2	3	0
O=C1C(Nc2ccccc2)=C/C(=N/S(=O)(=O)c2cccs2)c2ccccc21	59*	-153	-4
CC(C)OC(=O)c1nnn(-c2nonc2N)c1CN1CCc2ccccc2C1	-1	-5	0
CC(NC(=O)c1ccc(N(C)C)cc1)C(c1cccs1)N1CCN(C)CC1 (centres undefined)	-3	6	-1
Cc1cc(C)n(C(=O)CCCC(=O)n2nc(C)cc2C)n1	0	-3	-34
CS(=O)(=O)N1CCN(C(=O)NC23CC4CC(CC(C4)C2)C3)CC1	16	-5	0
Cc1sc2ncnc(SCC(=O)N3CCCC3=O)c2c1C	7	14	-1
C=CCn1c(SCC(=O)Nc2nnc(CC)s2)nnc1-c1cccnc1	-6	-2	13
CN1CCN(CCC(=O)Nc2cccc(F)c2)CC1	2	1	1
CCOC(=O)CN1C(=O)C(C)(C)Oc2ccc(C(=O)Nc3ccccc3OC)cc21	4	3	0

Reprinted from the part before: 4 compounds, then new ones.
SMILES	PGC1a acetyl inh	C2C12 statin	Cneo AK release
Cc1sc2ncnc(SCC(=O)N3CCCC3=O)c2c1C	7	14	-1
C=CCn1c(SCC(=O)Nc2nnc(CC)s2)nnc1-c1cccnc1	-6	-2	13
CN1CCN(CCC(=O)Nc2cccc(F)c2)CC1	2	1	1
CCOC(=O)CN1C(=O)C(C)(C)Oc2ccc(C(=O)Nc3ccccc3OC)cc21	4	3	0
CC(C)C(=O)Nc1nc(-c2ccccc2)ns1	5	3	-2
O=[N+]([O-])c1ccccc1N/N=C/c1c[nH]c2ccccc12	-1	20	5
O=C(NCc1ccccc1)C12CC3CC(CC(C3)C1)C2	-19	-8	0
CCNc1nc(SCc2ccccc2)nc(N2CCOCC2)n1	-9	99*	2
O=C(NNC(=O)c1ccncc1)c1ccncc1	-22	-3	0
COc1ccc(C(=O)n2nc(C)cc2C)cc1OC	1	10	-1
COc1cccc(C2CC(C(F)(F)F)n3ncc(C(=O)Nc4c(C)n(C)n(-c5ccccc5)c4=O)c3N2)c1 (centres undefined)	-9	2	0
COc1ccc(N2C(=O)C3C(C2=O)C2C=CC3C23CC3)c(OC)c1 (centres undefined)	0	1	-3
O=C1COc2ccc(C(=O)COC(=O)C3CCN(S(=O)(=O)c4cccs4)CC3)cc2N1	-36	0	1

These rows are one share of the data; count on the stated rates, not on these rows.
